High-throughput results (PubChem)
PNC assembly inh – High Content Assay for Compounds that inhibit the Assembly of the Perinucleolar Compartment; activity change (PNC), negative = inhibition, % at 10 µM; AID 2417, 2010; PC3M PTB-GFP, PNC prevalence imaging, 16 h; hits give low values; actives 3.1% (n = 140,000);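 active = readout at or below -70, meaning at least 70% loss of cells showing the perinucleolar compartment, a nuclear body marking cancer cells; inconclusive = readout between -30 and a set limit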;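 note: plate controls were DMSO wells for no effect and camptothecin positive control wells for full effect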
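Read-out is percentage of cells bearing a perinucleolar compartment, from automated 20x imaging of fixed, Hoechst-stained PC3M PTB-GFP cells. Cells were seeded 4 h, then exposed 16 h to compound (23 nl of library stock) in duplicate plates.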
ALOX15B inhib – qHTS Assay for Inhibitors of 15-hLO-2 (15-human lipoxygenase 2); Potency, µM (series often up to 57.1 µM), without a hit: top-dose activity change, negative = inhibition, actives largely listed as inhibitors; actives 0.56% (n = 110,000); Polyunsaturated fatty acid lipoxygenase ALOX15B (Homo sapiens), O15296; AID 881, 2007; purified 15hLO-2, xylenol orange hydroperoxide absorbance; note: potency is the fitted concentration of half-maximal effect; nearly all actives have a fitted effect of over 60% in size; many of its hits are not listed in these tables
Target sequence (O15296 whole entry, looked up): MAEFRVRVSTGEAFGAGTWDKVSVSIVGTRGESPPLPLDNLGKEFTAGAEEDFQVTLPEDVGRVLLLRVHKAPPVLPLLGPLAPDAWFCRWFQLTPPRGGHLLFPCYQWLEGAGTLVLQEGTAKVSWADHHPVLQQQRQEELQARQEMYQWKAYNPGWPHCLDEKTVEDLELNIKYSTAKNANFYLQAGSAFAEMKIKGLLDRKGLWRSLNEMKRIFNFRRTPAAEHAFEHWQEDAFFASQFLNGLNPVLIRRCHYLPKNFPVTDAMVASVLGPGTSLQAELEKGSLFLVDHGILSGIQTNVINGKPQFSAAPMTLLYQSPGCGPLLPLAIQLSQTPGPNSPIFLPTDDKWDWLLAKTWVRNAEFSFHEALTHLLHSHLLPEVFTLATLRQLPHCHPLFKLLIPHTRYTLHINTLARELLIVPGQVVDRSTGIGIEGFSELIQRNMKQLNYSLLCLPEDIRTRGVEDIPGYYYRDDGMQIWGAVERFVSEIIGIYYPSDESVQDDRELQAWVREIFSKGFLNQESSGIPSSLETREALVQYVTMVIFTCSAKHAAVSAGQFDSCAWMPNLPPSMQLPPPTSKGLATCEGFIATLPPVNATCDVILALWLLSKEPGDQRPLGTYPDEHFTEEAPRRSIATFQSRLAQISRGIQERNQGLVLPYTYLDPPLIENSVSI
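Enzyme 50 nM, AA 45 uM, 25 mM Hepes pH 7.5 + 0.01% Triton X-100; cpd preinc 15 min RT, rxn 90 min RT; stop/detect with 200 uM XO + 300 uM Fe(II) in 50 mM H2SO4, 30 min; A573/A405.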
12-hLO inh – qHTS Assay for Inhibitors of 12-hLO (12-human lipoxygenase); Potency, µM (doses to about 57.1 µM), for inactives: top-dose activity change, negative = inhibition, hits mostly inhibitors; purified 12-hLO, xylenol orange hydroperoxide absorbance; AID 1452, 2008; Polyunsaturated fatty acid lipoxygenase ALOX12 (Homo sapiens), P18054; actives 0.12% (n = 150,000); note: potency is the fitted concentration of half-maximal effect; nearly all actives have a fitted effect of over 55% in size; many of its hits are not listed in these tables
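Lipoxygenase turnover measured by absorbance at 573 and 405 nm after Fe-XO development. Human 12hLO 150 nM, arachidonate 40 uM, pH 7.0 Hepes buffer with detergent; 15 min compound preincubation, 30 min reaction.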
IMPase cell inh – qHTS Assay for Identifying the Cell-Membrane Permeable IMPase Inhibitors | Inositol monophosphatase 1 (Rattus norvegicus), P97697 | 120,000 tested, under 10 active | CHO-M1 cells, IP1 accumulation, HTRF TR-FRET ratio | AID 901, 2007 | inhibition (IP1 accumulation), % at 46.1 µM; active = well fitted curve in the direction sought with a large enough effect in the signal ratio, not every such curve was filed as active; inconclusive = small, poorly fitted or top-dose-only effect, or a change in a side signal; inactive = no such curve, though single readings can be large or run the other way; the % refers to the signal ratio;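 note: cells stimulated with carbachol in lithium chloride buffer; plate controls were DMSO basal wells for no effect and reference inhibitor wells for full effect; higher means more IMPase inhibition seen as more IP1 and lower FRET ratio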
Target sequence (P97697 whole entry, looked up): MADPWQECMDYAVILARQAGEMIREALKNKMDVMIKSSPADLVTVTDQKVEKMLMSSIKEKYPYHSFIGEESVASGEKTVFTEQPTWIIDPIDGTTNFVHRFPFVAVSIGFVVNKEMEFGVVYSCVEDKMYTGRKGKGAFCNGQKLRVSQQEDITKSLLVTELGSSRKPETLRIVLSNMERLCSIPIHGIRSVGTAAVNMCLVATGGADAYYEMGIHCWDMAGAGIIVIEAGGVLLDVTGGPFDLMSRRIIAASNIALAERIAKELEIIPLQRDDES
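Elevated IP1 in lysates lowers TR-FRET signal (665/620 ratio and 620 channel reported). Cells were CHO-M1, given carbachol (50 uM as added) plus 50mM LiCl, pH 7.4, 30 min, 37C; compounds titrated up to 46 uM; AC50 by Hill equation.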
An asterisk follows results filed as active; ? = inconclusive; / = not tested or not shown; & = joins results of further samples; [ ] = another dose, or the depositor's remark. Unless noted, calls come from the whole dose curve; as a rule, active = well fitted curve in the direction sought with a large enough effect; inconclusive = small, poorly fitted or top-dose-only effect, or another doubt; inactive = no such curve, though single readings can be large; an effect the other way counts as inactive or inconclusive. Unless noted, % is set by controls: 0 for no effect and ±100 for the full control effect.

SMILES | PNC assembly inh | ALOX15B inhib | 12-hLO inh | IMPase cell inh
CCOc1ccc(OCCN2C(=O)NC(Cc3c[nH]c4ccccc34)C2=O)cc1 (stereo not drawn) | 1 | 4% | -4% | 4
N#Cc1c(-c2ccccc2)ccn(Cc2ccc(Cl)cc2)c1=O | -5 | -15% | 1% | 4
Cc1ccc2c(c1)NC(C(C)(C)C)CO2 (stereo not drawn) | 4 | -14% | -9% | -3
CCn1nc(C)c(NC(=O)CCCSc2nc(-c3ccco3)cc(C(F)(F)F)n2)c1C | ? | -5%[11.4 µM] | -2% | ?
CC1Cc2ccccc2N1C(=O)C1CCN(S(=O)(=O)c2cccs2)CC1 (stereo not drawn) | ? | -1% | -8% | 7
O=c1cc(CN2CCOCC2)c2c(ccc3ccccc32)o1 | -2 | -7% | -7% | ?
CC(C)NC(=O)N1CC[C@@]2(CCCN(S(=O)(=O)c3ccccc3)C2)C1 | / | 6% | -1% | /
COc1ccc(N2C3=C(CC4=C2CCCC4=O)C(=O)CCC3)cc1 | 26 | / | -13% | 1
CSc1ncccc1C(=O)OCC(=O)NC(N)=O | -16 | -3% | 1% | -4
NC(=O)CSc1nc(N)c2c3c(sc2n1)CCCCC3 | 14 | 3% | 1% | -11
COc1ccc(-c2nc3cnc(N4CCNCC4)nc3n(C)c2=O)cc1 | / | 18% | -5% | /
O=S(=O)(Cc1ccccc1)N1CCN(Cc2ccc3c(c2)OCO3)CC1 | 24 | 1% | -6% | 12
COc1ccc(C(c2nnnn2Cc2ccccc2)N2CCN(C(=O)c3ccco3)CC2)cc1OC (stereo not drawn) | -6 | -7% | -9% | 0
CCNc1nc(Cl)nc(NCc2ccccc2)n1 | -9 | / | 2% | -4
CCOC(=O)C1CCCN(C(=O)CCNS(=O)(=O)c2ccc3c(c2)CCC(=O)N3)C1 (stereo not drawn) | -8 | -4% | 0% | ?
CC1=Nc2ccccc2/C1=C\c1nc(-c2ccccc2)oc1O | ? | -2% | -8% | 5
COCCN(C(=O)c1csnn1)C(C(=O)NC1CCCCC1)c1sccc1C (stereo not drawn) | 0 | 2% | 7% | 1
COC(=O)C1OC(=O)C2OC23[C@]2(C)C(O)CC4C(C)(C)C(OC(C)=O)CC(OC(C)=O)[C@@]4(C)C2CC[C@@]13C (stereo partly drawn) | / | -3%&-10% | -1%&-5% | /
CCOC(=O)COn1c(=O)c[n+]([O-])c2ccccc21 | -4 | -17% | -3% | -1
O=C(NCc1ccccc1Cl)c1ccc(S(=O)(=O)Nc2cccc(C(F)(F)F)c2)cc1 | -2 | / | -5% | /
Cc1csc(NC(=O)Cc2nn(C)c(=O)c3ccccc23)n1 | 32 | 6% | 2% | 20
Cc1cc(C)c(C)c(OCCCn2ccnc2)c1 | -12 | 33%[activator] | 2% | 9
CCNc1ncc2nc(-c3ccccc3)c(=O)n(CCc3ccccc3)c2n1 | / | 2% | -8% | /
Cc1cccc2nc(-c3cccc(NC(=O)Cc4ccccc4)c3)cn12 | -109* | / | 1% | /
CCN(CC)C(=O)CSc1nc(N)c(C(=O)Nc2ccc(OC)cc2)s1 | 23 | / | 2% | /
Cc1c(C(=O)NCC2CCCO2)oc2ccc(S(=O)(=O)N3CCCC3)cc12 (stereo not drawn) | 35 | -3% | 5% | 5
Cc1ccsc1C(=O)OCC(=O)NCc1ccc2c(c1)OCO2 | 4 | 2% | -3% | 8
Cn1c(NCc2cc(Br)ccc2O)nc2ccccc21 | -26 | 33%[activator] | -2% | -2
CCN(CC)C(=O)C12CC3CC(CC(Cl)(C3)C1)C2 | -25 | / | -1% | -1
C=CCSc1nc2c(c(=O)[nH]c(=O)n2C)n1C/C=C(/C)Cl | -28 | 0% | -3% | 6
O=C1NC(c2cccc(Br)c2)=N/C1=C\c1ccco1 | 10 | / | ? | /
O=C(NCc1ccco1)c1ccc(COc2ccccc2Cl)cc1 | 57 | -18% | 1% | 1
CCNc1nnc(-c2ccccc2OC)s1 | 24 | -4% | 1% | -8
CCOC(=O)N1CCN(S(=O)(=O)c2ccc(C)c(C)c2C)CC1 | 13 | 7% | -1% | -8
COc1cccc(Nc2nc(-c3cccc(N4C(=O)c5ccccc5C4=O)c3)cs2)c1 | 78 | ? | -7% | 6
Cc1cccc(C)c1NC(=O)C[N+](C)(C)C | / | 26%&-10% | -3%&-5% | 0&2
COc1ccc(C(=O)Oc2cccc(Nc3ncnc4ccccc34)c2)cc1OC | 68 | / | -3% | /
COc1ccc2nc(C)c(C(=O)NN)cc2c1 | ? | / | -1% | /
CN1C(=O)NC(c2ccccc2)C2=C1CN(CCc1ccccc1)C2=O (stereo not drawn) | ? | -18% | -19% | -22
COC(=O)c1ccc(C)c(NS(=O)(=O)c2ccc(OC)c(OC)c2)c1 | 7 | -3% | -4% | 5
O=C(Nc1cccc(Cl)c1)c1cccc(Oc2ccc([N+](=O)[O-])cc2Cl)c1 | -4 | / | 2% | /
O=C(O)CC(NC(=O)COc1ccc(Cl)cc1Cl)C(=O)O (stereo not drawn) | ? | 7% | -5% | 4
CCn1cnc2c1c(=O)n(Cc1nnc3n1-c1ccccc1SC3)c(=O)n2Cc1ccccc1 | 34 | -2% | 6% | 20
CC(=O)Nc1ccccc1-c1nc2ccccc2nc1OCC(=O)c1ccc2ccccc2c1 | 19 | ? | -12% | 2
Cc1ccc(NC(=O)Cn2c(C)cc(C)c(C#N)c2=O)c(Cl)c1 | 25 | 4% | -6% | 4
CCOC(=O)c1nnn(-c2nonc2N)c1CSc1ccccc1 | 17 | -1% | 3% | 1
COC(=O)c1[nH]c2ccc(C)cc2c1NS(=O)(=O)c1ccc(F)c(C)c1 | 29 | -11% | -17% | 12
O=[N+]([O-])c1ccccc1S(=O)(=O)NCC1CCC(CNCC2CCc3ccccc3C2)CC1 (stereo not drawn) | / | 0% | -7% | /
CCOC(=O)/C(C#N)=C/c1cn(CCOc2ccc(OC)cc2)c2ccccc12 | 43 | / | -2% | 12
Cn1nnc2c(sc3nc(N4CCOCC4)c4c(c32)CCCC4)c1=O | ? | -7% | 7% | -1

Additional structures follow:
SMILES | PNC assembly inh | ALOX15B inhib | 12-hLO inh | IMPase cell inh
CS(=O)(=O)N(CC(=O)Nc1ccc(Cl)c(Cl)c1)C1CCCCC1 | -22 | 0% | -11% | -5
Cc1cc(NC(=O)CSc2nnnn2C2CCCC2)no1 | ? | 0% | 0% | -11
CCOC(=O)N1CCC(NC(=O)C2CCCN(C(=O)N3CCOc4ccccc43)C2)CC1 (stereo not drawn) | 3 | -5% | 1% | -7
CCCS(=O)(=O)N1CCC(C(=O)NCCN(C)Cc2ccccc2)CC1 | 52 | 2% | -2% | -5
CCOc1ccc2c(c1)sc(=NC(=O)C1CC1)n2C | 13 | 6% | -6% | 5
CC(=O)Nc1nc(-c2ccc(Br)s2)cs1 | ? | 5% | -7% | -13
CC1=NN(C(=O)COc2ccccc2C)C(O)(c2ccc(Cl)cc2)C1 (stereo not drawn) | 30 | / | 0% | 0
CS(=O)(=O)N(CC(=O)N1CCc2ccccc2C1)c1ccc2c(c1)OCO2 | 28 | -4% | -7% | 23
O=C1C2C(C(=O)N1c1ccc3c(c1)OCO3)C1C=CC2C12CC2 (stereo not drawn) | ? | / | -1% | -6
COC(=O)c1cc(NC(=O)CN(c2cccc(OC)c2)S(=O)(=O)c2ccccc2)ccc1Cl | 3 | / | -2% | 4

Random excerpt: 7 entries already listed, in no set order.
SMILES | PNC assembly inh | ALOX15B inhib | 12-hLO inh | IMPase cell inh
CS(=O)(=O)N(CC(=O)Nc1ccc(Cl)c(Cl)c1)C1CCCCC1 | -22 | 0% | -11% | -5
CCOc1ccc2c(c1)sc(=NC(=O)C1CC1)n2C | 13 | 6% | -6% | 5
CCOC(=O)N1CCC(NC(=O)C2CCCN(C(=O)N3CCOc4ccccc43)C2)CC1 (stereo not drawn) | 3 | -5% | 1% | -7
COC(=O)c1cc(NC(=O)CN(c2cccc(OC)c2)S(=O)(=O)c2ccccc2)ccc1Cl | 3 | / | -2% | 4
CC(=O)Nc1nc(-c2ccc(Br)s2)cs1 | ? | 5% | -7% | -13
O=C1C2C(C(=O)N1c1ccc3c(c1)OCO3)C1C=CC2C12CC2 (stereo not drawn) | ? | / | -1% | -6
CS(=O)(=O)N(CC(=O)N1CCc2ccccc2C1)c1ccc2c(c1)OCO2 | 28 | -4% | -7% | 23

(next part)
SMILES | PNC assembly inh | ALOX15B inhib | 12-hLO inh | IMPase cell inh
CC1(C)C(=O)C=C[C@@]2(C)C1C=C[C@@]1(C)C2CC[C@@]2(C)C(c3ccoc3)OC(=O)C3OC312 (stereo partly drawn) | / | -6% | -1% | /
Cc1cccc(-n2c(N)cc(=O)nc2SCC(=O)Nc2nnc(CC(C)C)s2)c1 | -4 | -18% | 1% | -1
N/C(=N\OC(=O)Oc1ccccc1)c1ccc(Br)cc1 | 0 | -1% | 5% | 6
CCOC(=O)n1c(=O)oc2cc(S(=O)(=O)N3CCOCC3)ccc21 | -8 | -1% | -1% | 9
Cn1c(CCNC(=O)c2cccs2)n[nH]c1=S | -17 | / | -1% | /
CCC1(CC)NC(=O)N(CC(=O)Nc2sc3c(c2C(N)=O)CCC3)C1=O | 27 | -26% | -8% | 9
O=C(CCS(=O)(=O)c1ccc(Br)cc1)Nc1ccc(Cl)cc1F | 43 | / | -4% | /
CCCCCC(=O)NC(=S)NNC(=O)CC | -9 | 41%[activator] | -5% | 3
COCCn1c(CN(C)Cc2ccccc2)nc2c1c(=O)n(C)c(=O)n2C | 2 | 1% | -3% | -7
COCC(=O)N1CCC2(CC1)CN(c1cccc(-c3ccccc3)c1)C2 | / | -11% | -3% | /
Cc1cc(C)nc(NC(=O)Nc2ccccc2C(F)(F)F)n1 | -23 | -13% | -8% | -1
O=C(NCCCn1ccnc1)c1ccncc1 | 0 | 16% | -2% | 6
CCN(CC)c1ccc(N2C(=O)C3CCCCC3C2=O)cc1[N+](=O)[O-] (stereo not drawn) | 60 | / | -3% | /
CCOC(=O)c1cc2sccc2n1CC(=O)OC(C)C | 52 | 5% | -7% | 8
CC(=O)Nc1ccc(S(=O)(=O)c2c(N)n(CCN3CCOCC3)c3nc4ccccc4nc23)cc1 | ? | -22% | -10% | -8
O=C(NC(=S)Nc1ccccc1N1CCCCC1)c1ccc(-c2cccc([N+](=O)[O-])c2)o1 | 3 | 25µM* | -3% | 1
O=C(CSCC(=O)NC1CC1)Nc1ccc2ccccc2c1 | -3 | / | -2% | 2
CCOC(=O)c1cnn(-c2nc(SC)nc3sc4c(c23)CCC4)c1N | 26 | -5% | 3% | 0
CC(=O)c1ccccc1NC(=O)COC(=O)c1ccc2c(c1)nc(C)n2-c1ccccc1 | 9 | / | -1% | /
C1COC1 | / | 8% | -4% | /
CN(c1ncc(C(F)(F)F)cc1Cl)n1cc(C(=O)O)c2ccccc2c1=O | -4 | -7% | -4% | -3
O=C1C=CCC(/C=C/c2ccccc2)O1 (stereo not drawn) | ? | / | -2% | /
Cn1ncc2c(Nc3ccccc3Br)ncnc21 | 11 | 7% | 1% | -4

One compound at a time, from the list above.
Record of O=C(CSCC(=O)NC1CC1)Nc1ccc2ccccc2c1 → PNC assembly inh = -3; ALOX15B inhib = /; 12-hLO inh = -2%; IMPase cell inh = 2
Record of Cn1ncc2c(Nc3ccccc3Br)ncnc21 → PNC assembly inh = 11; ALOX15B inhib = 7%; 12-hLO inh = 1%; IMPase cell inh = -4
